# Assay outcomes: PubChem, Sanford-Burnham Center for Chemical Genomics
# GRIN3A LBD mod: binders of NR3A ligand-binding domain, primary screen, biophysical, differential scanning fluorimetry, uHTS; Glutamate receptor ionotropic, NMDA 3A (GRIN3A) ligand-binding domain; NR3A LBD differential scanning fluorimetry, Tm shift; 0% = protein alone, 100% = glycine-bound protein; Tm shift relative to glycine control, % at 25 µM; 340,000 tested, 2.5% active;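 active means melting temperature shift of at least 10% of the positive control shift, at one fixed dose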
# SENP1 FRET inh: human SENP1 catalytic domain inhibitors, primary screen, biochemical, FRET, uHTS. 360,000 tested, 0.21% active. Sentrin-specific protease 1 (Homo sapiens), Q9P0U3. inhibition, % at 10 µM. recombinant SENP1 catalytic domain, CyPet-SUMO1-YPet FRET cleavage. AID 624204, 2012;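 active means inhibition at least 30% at 10 µM, raw YFP signal under a set limit, fluorescence ratio 0.5 to 1.5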;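 further: 0% = enzyme with DMSO and 100% = no enzyme wells; some results filed as inactive read as strong as hits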
# Target sequence (Q9P0U3 419-644 limits assumed): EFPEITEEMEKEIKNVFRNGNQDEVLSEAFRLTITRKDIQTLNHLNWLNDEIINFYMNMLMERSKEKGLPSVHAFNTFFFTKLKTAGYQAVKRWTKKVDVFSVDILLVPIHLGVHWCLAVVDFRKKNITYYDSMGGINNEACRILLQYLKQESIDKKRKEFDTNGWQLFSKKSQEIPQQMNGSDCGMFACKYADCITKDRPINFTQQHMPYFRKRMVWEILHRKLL
#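 Compound: 10 µM single point, 0.5% DMSO; Test system: hSENP1 catalytic domain, recombinant; Timing: 50 min reaction at room temperature; Technique: FRET, CFP and YFP emission; Control set: no-enzyme wells low, DMSO-plus-enzyme wells high control.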
# PfGluPho inh: PfG6PD enzyme inhibitors, primary screen, biochemical, fluorescence intensity, uHTS | PfGluPho enzyme, NADPH resazurin-diaphorase fluorescence | inhibition, % at 20 µM | glucose-6-phosphate dehydrogenase-6-phosphogluconolactonase (Plasmodium falciparum 3D7) | 350,000 tested, 0.78% active;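 active means inhibition reaching at least a set limit at 20 µM in the primary screen, cut at about 59% in these data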;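 further: 0% = DMSO wells with substrate and 100% = DMSO wells lacking glucose-6-phosphate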
# MPTP inh: mitochondrial permeability transition pore inhibitors, primary screen, biochemical, isolated mouse mitochondria, absorbance; 360,000 tested, 1.4% active; Ca2+ swelling absorbance, 30 min; inhibition, % at 10 µM;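 active means inhibition of 50% or more, scaled per plate between neutral and stimulator controls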;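 further: 0% = DMSO wells given calcium and 100% = 1 mM EGTA wells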
# SENP6 inh: SENP6 protease inhibitors, primary screen, biochemical, luminescence, uHTS; Sentrin-specific protease 6 (Homo sapiens), Q9GZR1; Recombinant SENP6 catalytic domain, aminoluciferin luminescence; inhibition, % at 10 µM; 330,000 tested, 1.8% active; AID 2599, 2010;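 active means inhibition above about 50% at the single tested dose, limit read from the data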;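 further: plate controls were DMSO wells with enzyme for no effect and DMSO wells lacking enzyme for full effect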
# hIAP act: human IAP activators, primary screen, biochemical, luminescence, uHTS; Intestinal-type alkaline phosphatase (Homo sapiens), P09923; purified human IAP, CDP-Star luminescence, 30 min; stronger effect = higher value; 1 = vehicle-only enzyme, 0 = enzyme-free background; activation factor at 10 µM; 330,000 tested, 0.16% active;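 active means activation factor of the enzyme at least 2-fold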; further: the source names both 10 and 20 µM as test concentration; values of inactives mirror those of a sister screen read the other way
# SENP8 block: human SENP8 protease inhibitors, primary screen, biochemical, fluorescence, Nedd8 protein substrate, uHTS. Sentrin-specific protease 8 (Homo sapiens), Q96LD8. recombinant SENP8. inhibition, % at 20 µM. 360,000 tested, 0.64% active. AID 602440, 2012; in the data active means inhibition mostly above about 40%, no sharp cut-off; inactive means mostly below about 27%
# Target sequence (Q96LD8 whole entry, looked up): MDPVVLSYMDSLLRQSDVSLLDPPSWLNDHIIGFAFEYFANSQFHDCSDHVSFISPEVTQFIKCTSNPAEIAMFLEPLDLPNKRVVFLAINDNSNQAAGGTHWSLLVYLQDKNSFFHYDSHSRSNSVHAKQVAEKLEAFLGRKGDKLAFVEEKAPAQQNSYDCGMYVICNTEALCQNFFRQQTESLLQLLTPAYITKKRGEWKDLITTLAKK
# ATG4B inhibitor: ATG4B protease inhibitors, primary screen, biochemical, fluorescence, uHTS; Cysteine protease ATG4B (Homo sapiens), Q9Y4P1; ATG4B cleavage of LC3-PLA2, NBD-HPC fluorescence, 1 h; inhibition, % at 8.33 µM; 340,000 tested, 0.51% active; AID 504462, 2011; in the data active means inhibition above about 40%
# Target sequence (Q9Y4P1 whole entry, looked up): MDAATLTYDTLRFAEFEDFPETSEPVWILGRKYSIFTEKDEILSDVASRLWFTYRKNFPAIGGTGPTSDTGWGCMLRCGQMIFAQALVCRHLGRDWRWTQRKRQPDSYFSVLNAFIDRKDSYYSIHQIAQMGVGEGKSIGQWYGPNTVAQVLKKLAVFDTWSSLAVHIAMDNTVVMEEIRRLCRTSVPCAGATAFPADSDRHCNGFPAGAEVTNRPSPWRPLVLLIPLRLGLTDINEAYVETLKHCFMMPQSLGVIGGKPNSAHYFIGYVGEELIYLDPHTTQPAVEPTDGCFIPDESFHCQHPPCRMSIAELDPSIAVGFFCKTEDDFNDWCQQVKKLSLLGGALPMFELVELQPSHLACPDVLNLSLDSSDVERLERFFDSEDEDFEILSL
# An asterisk follows results filed as active; i = inactive; nt = not tested or not shown; & = joins results of further samples. Compounds were not picked by outcome. Share with any hit: about 6.7%.
# Start of the listing, in advance (three entries):
[1] Cc1c(NC(=O)Nc2ccccc2)cccc1[N+](=O)[O-]
[2] COc1cc(NC(=O)c2ccco2)ccc1NC(=O)c1ccccc1Cl
[3] CN1C(=O)CC(N2CCC(C(N)=O)(N3CCCCC3)CC2)C1=O (configuration not stated)
assay / compound	1	2	3
ATG4B inhibitor	36	10	0
hIAP act	1	0.97	0.88
SENP6 inh	-29	0	0
GRIN3A LBD mod	-23	-1	-1
SENP1 FRET inh	4	2	-7
PfGluPho inh	-4	-5	-17
MPTP inh	42	1.4	0.3
SENP8 block	13	30	-5

# Main list, previewed entries included:
[1] Cc1c(NC(=O)Nc2ccccc2)cccc1[N+](=O)[O-]
[2] COc1cc(NC(=O)c2ccco2)ccc1NC(=O)c1ccccc1Cl
[3] CN1C(=O)CC(N2CCC(C(N)=O)(N3CCCCC3)CC2)C1=O (configuration not stated)
[4] O=C1CC(c2ccccc2)CC(O)=C1C=Nc1ccccc1Cl (configuration not stated)
[5] CCOC(=O)C1C(=O)C=C(c2ccc(Br)cc2)CC1c1ccco1 (configuration not stated)
[6] CN(C)CCOC(=O)C1(c2ccccc2)CCOCC1
[7] O=C(N/N=C/c1cccnc1)c1ccc(O)cc1
[8] O=C(Nc1c2c(nn1-c1ccc(F)cc1)CS(=O)C2)c1ccc(Br)o1 (configuration not stated)
[9] C=CCn1c(SCc2ccc(Cl)cc2)nc2cc(C(=O)N3CCC(C(N)=O)CC3)ccc2c1=O
[10] CCOc1ccc(/C=C/C(=O)CCC(=O)O)cc1
assay / compound	1	2	3	4	5	6	7	8	9	10
ATG4B inhibitor	36	10	0	5	0	-3&0	6	7	3	-1
hIAP act	1	0.97	0.88	1	0.91	1&0.97	0.94	0.96	0.99	0.84
SENP6 inh	-29	0	0	-2	0	-1&-10	-18	-12	-13	70*
GRIN3A LBD mod	-23	-1	-1	7	-1	0&1	-4	0	-8	1
SENP1 FRET inh	4	2	-7	0	-2	1&5	-1	1	0	0
PfGluPho inh	-4	-5	-17	6	6	7&-10	2	11	-11	-11
MPTP inh	42	1.4	0.3	3.0	0.8	0.7&-14	0.1	0.8	-0.8	-1.6
SENP8 block	13	30	-5	-27	18	12&17	-2	8	12	6

[11] Cc1ccc(CNC(=O)CN2NS(=O)(=O)c3ccccc3C2=O)cc1
[12] COc1cc(/C=N/NC(=O)C(=O)NCc2cccnc2)ccc1O
[13] Cc1c(NP(=O)(c2ccc(Br)cc2)c2ccc(Br)cc2)c(=O)n(-c2ccccc2)n1C
[14] Clc1cccc(Cl)c1-c1noc(CN2CCOCC2)n1
[15] CC(=O)c1cc2c(cc1NS(=O)(=O)c1ccc(F)cc1)OCO2
[16] CCOc1ccc2nc(NC(=O)Cn3[nH]c(=O)c4ccccc4c3=O)sc2c1
[17] COc1cccc(C(=O)N2CCN(C3CCC(c4ccccc4)CC3)CC2)c1OC (configuration not stated)
[18] CCOC(=O)N1CCN(c2c(NCCOC)c(=O)c2=O)CC1
[19] Cc1nn2c3ccccc3n(Cc3ccccc3)c2nc1=O
[20] COC(=O)CSc1nnc(CNC(=O)c2ccc(S(=O)(=O)N3CCCCC3)cc2)n1C
assay / compound	11	12	13	14	15	16	17	18	19	20
ATG4B inhibitor	nt	8	-7	-1	6	5	-8	4	-6	-4
hIAP act	nt	1.1	1.1	1.1	1.1	1	1.2	0.96	0.96	1.1
SENP6 inh	nt	12	7	-13	5	-8	3	1	-10	-20
GRIN3A LBD mod	nt	-8	0	1	-3	0	0	2	1	0
SENP1 FRET inh	-1	1	2	1	-2	-3	1	0	2	1
PfGluPho inh	31	-6	11	4	27	4	-3	-14	-3	2
MPTP inh	-1.4	-1.3	-0.4	0.6	-2.6	2.1	-1.1	-3.4	0.6	-1.4
SENP8 block	8	0	21	2	6	-47	18	16	i	12

[21] Cc1c(Cc2ccccc2)c(=O)oc2cc(OC(=O)c3ccccc3)ccc12
[22] Cc1cc(C(F)F)n2nc(C(=O)Nc3cc(C)on3)nc2n1
[23] CCCN(CC1CC1)C(=S)NC(=O)c1ccccc1C
[24] COCCCN(C(=O)CCOc1ccc(C)cc1)c1c(N)n(Cc2ccccc2)c(=O)[nH]c1=O
[25] CCCC(=O)NC(=S)Nc1ccc(N2CCN(C(=O)c3cccs3)CC2)cc1
[26] Cc1ccc(N2CCN(S(=O)(=O)N3CCCCC3)CC2)c(C)c1
[27] CCOC(=O)C1CCN(C(=O)C2c3ccccc3C(=O)N(C)C2c2ccc(OC)cc2)CC1 (configuration not stated)
[28] O=C(COc1cccnc1[N+](=O)[O-])Nc1ccc2c(c1)CCC2
[29] CN(CC(=O)Nc1c(Cl)cccc1Cl)C(=O)c1ccccc1Cc1ccccc1
[30] COC(=O)c1cc(C(=O)c2ccc(Cl)cc2)n2c(=O)/c(=C\N(C)C)sc12
assay / compound	21	22	23	24	25	26	27	28	29	30
ATG4B inhibitor	23	-1	nt	-5	-9	9	-18	-2	-8	1
hIAP act	1.1	0.95	nt	1.3	0.95	1.1	0.99	1	1.1	0.82
SENP6 inh	16	-22	nt	-15	2	3	1	-8	-8	0
GRIN3A LBD mod	1	-13	nt	-1	-9	0	0	1	1	-8
SENP1 FRET inh	-59	3	1	-4	3	nt	1	-2	3	-35
PfGluPho inh	-2	-20	-6	-11	6	-11	-3	4	40	23
MPTP inh	1.6	2.0	0.3	-0.3	23	nt	-1.1	-0.6	-2.0	1.7
SENP8 block	-284	5	-1	-19	20	nt	18	11	4	-35

[31] Cc1ccc2c(CC(=O)N3CCOCC3)coc2c1
[32] COCCN(C(=O)c1snc(C(N)=O)c1N)C(C(=O)NC1CCCCC1)c1ccc(N(C)C)cc1 (configuration not stated)
[33] O=C(CSc1nnc(NC(=O)CN2CCOCC2)s1)Nc1ccccc1
[34] CCc1ccc(-n2c(CSc3nnnn3-c3ccccc3)nc3ccccc3c2=O)cc1
[35] CC1CCC2(CC1)NC(=O)N(CC(=O)N1c3ccccc3CC1C)C2=O (configuration not stated)
[36] CN(C)c1ccc(CNC(=O)C2CCC(CNc3c(N4CCCCC4)c(=O)c3=O)CC2)cc1 (configuration not stated)
[37] Cc1cc(C)cc(NC(=O)CCc2nc3ccccc3[nH]2)c1
[38] Cc1c(Cl)c([N+](=O)[O-])nn1CCCC(=O)Nc1ccc(Cl)cc1Cl
[39] CCOC(=O)CN1C(=O)CC(c2ccccc2)C1=O (configuration not stated)
[40] COc1cc(OC)cc(C(=O)N[C@H](C(=O)OCc2cc(=O)oc3cc(C)ccc23)C(C)C)c1
assay / compound	31	32	33	34	35	36	37	38	39	40
ATG4B inhibitor	0	-4	2	-5	-14	2	-7	67*	10	-20
hIAP act	1	1.2	0.97	1.1	1	1.1	0.95	1.1	1	0.99
SENP6 inh	-12	25	4	-15	18	-7	0	-13	-18	8
GRIN3A LBD mod	2	2	-5	2	-2	-3	1	-17	-1	-8
SENP1 FRET inh	-2	0	2	1	-2	-1	2	3	0	1
PfGluPho inh	-11	-2	-20	-11	17	-11	-10	-7	-14	17
MPTP inh	-2.3	0.0	0.2	3.4	0.0	0.5	0.5	1.3	0.1	4.3
SENP8 block	11	-36	18	12	6	1	10	23	7	-8

[41] CCc1nc2sc3c(c2c(=O)n1N)CCC3
[42] Cn1c(Cn2nnc3ccccc32)nnc1SCC(=O)N1c2ccccc2Sc2ccccc21
[43] O=C(Nc1ccccc1-c1ccccc1)c1cccs1
[44] O=C(CN1C(=O)c2ccccc2S1(=O)=O)c1ccc(F)c(F)c1
[45] CN(c1ccc(C(=O)N2CCCCC2)cc1)S(C)(=O)=O
[46] Cc1nn(Cc2ccccc2)c(C)c1C(=O)Nc1ccc(N2CCOCC2)cc1
[47] CC(=O)c1ccc(NC(=O)CN2C(=O)NC3(CCCc4ccccc43)C2=O)cc1 (configuration not stated)
[48] CN(C)c1ccc(C(c2ccc(N(C)C)cc2)C(O)c2ccccc2)cc1 (configuration not stated)
[49] CCN(CC)CCCNC(=O)CCC(=O)Nc1ccc2nc(N3CCCCC3)cc(C)c2c1
[50] COc1cc(C2CC(=O)c3c(O)cc(O)cc3O2)ccc1O (configuration not stated)
assay / compound	41	42	43	44	45	46	47	48	49	50
ATG4B inhibitor	-1	-6	12	3	1	-12	-6	18	-6	-18
hIAP act	0.97	0.82	0.94	0.98	0.83	0.79	1.1	nt	1.2	1.1
SENP6 inh	5	-10	-4	12	-6	-33	-2	nt	6	-8
GRIN3A LBD mod	-1	-18	-1	-2	-17	3	-3	0	1	0
SENP1 FRET inh	1	-1	1	0	0	2	1	2	-28	-1
PfGluPho inh	7	-8	3	-20	0	17	-5	16	25	-19
MPTP inh	-1.5	0.2	-0.6	1.6	-1.0	-1.0	0.0	-0.7	0.9	-1.3
SENP8 block	20	8	8	8	1	17	12	16	-417	-5

[51] O=C(CNC(=O)c1nc[nH]c1C(=O)N1CCNCC1)OCc1ccccc1
[52] COc1ccc(CC(=O)N2CCN(S(=O)(=O)c3cc(Cl)ccc3Cl)CC2)cc1
[53] COc1cc(OC)cc(C(=O)N2CCN(C(=O)COc3ccc4ccccc4c3)CC2)c1
[54] CCc1ccc(N=CC2=C(O)CC(c3ccco3)CC2=O)cc1 (configuration not stated)
[55] CC(C)(C)n1nnnc1C(c1cccnc1)N1CCN(C(=O)c2ccco2)CC1 (configuration not stated)
[56] O=C(O)c1cccc(-c2ccc(/C=N/Nc3nn[nH]n3)o2)c1
[57] Cc1sc2nc3n(c(=O)c2c1C)NC(=O)CC3
[58] COc1ccc(NC(=O)CN2C(=O)NC(C)(c3ccccc3)C2=O)cc1Cl (configuration not stated)
[59] Cc1cccc(COc2ccccc2/C=N/Nc2ccc([N+](=O)[O-])cc2)c1
[60] O=C(NC1CCCCCC1)c1cccnc1Sc1ccccc1
[61] O=C(Nc1ccc(N2CCOCC2)cc1N1CCOCC1)c1cccs1
[62] CC1(C)CC(C2N3CC4(C)CN2CC(C)(C3)C4=O)CCO1 (configuration not stated)
assay / compound	51	52	53	54	55	56	57	58	59	60	61	62
ATG4B inhibitor	3	-5	-41	1	-1	-6	6	0	4	-6	-8	-3
hIAP act	1.1	0.87	0.95	0.79	1.1	1.1	1.3	0.97	0.76	0.88	1	1
SENP6 inh	-2	-6	-7	-13	-23	24	2	-10	6	8	15	3
GRIN3A LBD mod	2	2	-1	-2	-3	1	6	-1	8	0	0	3
SENP1 FRET inh	-1	2	2	0	-3	-5	1	1	-28	1	0	2
PfGluPho inh	-6	-18	-10	-5	-7	-21	-12	0	6	1	9	-8
MPTP inh	0.3	0.3	0.0	0.4	-0.5	-1.1	1.5	0.1	69*	-0.4	-0.1	0.0
SENP8 block	6	-7	8	-127	2	-111	-14	5	-57	14	33	11

# 2 entries from above, with values under each structure.
# Each structure is followed by: ATG4B inhibitor, hIAP act, SENP6 inh, GRIN3A LBD mod, SENP1 FRET inh, PfGluPho inh, MPTP inh, SENP8 block
53. COc1cc(OC)cc(C(=O)N2CCN(C(=O)COc3ccc4ccccc4c3)CC2)c1
 : -41, 0.95, -7, -1, 2, -10, 0.0, 8
54. CCc1ccc(N=CC2=C(O)CC(c3ccco3)CC2=O)cc1 (configuration not stated)
 : 1, 0.79, -13, -2, 0, -5, 0.4, -127
